Screening results from PubChem.
S2 tox – Viability Counterscreen for Primary qHTS for Inhibitors of ATXN expression; Potency, µM (highest dose often 56.7 µM), usual class: cytotoxic; S2 cells (HEK-293 line with an ATXN2-luciferase reporter) viability, CellTiter-Fluor protease fluorescence, 24 h; AID 651635, 2014; 0.49% of 400,000 active; also: potency is read from the fitted curve at half-maximal effect; nearly all actives have a fitted effect of over 40% in size
MCF10A rereplic – A quantitative high throughput screen for small molecules that induce DNA re-replication in MCF 10a normal breast cells; 2.9% of 350,000 active; AID 624296, 2012; Potency, µM (highest dose often 46.1 µM), for inactives: top-dose activity, positive = re-replication, most hits filed as activators; MCF 10A DNA re-replication, Hoechst nuclear intensity, 48 h; also: potency is read from the fitted curve at half-maximal effect; % of control where 0% means no effect; nearly all actives have a fitted effect of over 50% in size
KB-3-1 cytotox – qHTS assay for MDR1-selective chemotherapeutics: Primary screen using the parental adenocarcinoma cell KB-3-1 | KB-3-1 viability, CellTiter-Glo ATP luminescence, 72 h | Potency, µM (series often up to 46.1 µM), inactives show top-dose activity change, negative = cytotoxic, most hits filed as cytotoxic | 1.4% of 400,000 active; also: potency is read from the fitted curve at half-maximal effect; % is scaled to controls: 0 for no effect and ±100 for the full control effect; nearly all actives have a fitted effect of over 60% in size
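Parental KB-3-1 viability, qHTS format: 72 h compound exposure, 37 °C; CellTiter-Glo; media-only wells and DMSO plates as controls; concentration-effect fits on corrected data.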
ATXN2 expr inh – Primary qHTS for Inhibitors of ATXN expression | HEK-293 ATXN2-luciferase reporter, luminescence, 24 h | Potency, µM (highest dose often 57 µM), inactives show at the top dose activity change, negative = inhibition, actives largely listed as inhibitors | 0.72% of 360,000 active; also: potency is read from the fitted curve at half-maximal effect; % is scaled to controls: 0 for no effect and ±100 for the full control effect; nearly all actives have a fitted effect of over 55% in size
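qHTS (up to 57 uM final) was run with 24 h compound exposure of reporter cells at 37 °C. Each well was multiplexed: SteadyGlo luminescence measured ATXN2-luciferase expression after a fluorogenic Gly-Phe-AFC viability readout (25 uM final).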
IL1B secr inh – qHTS for Inhibitors of Inflammasome Signaling: IL-1-beta AlphaLISA Primary Screen; THP-1 LPS/ATP IL-1B secretion, AlphaLISA, 16 h; stronger effect = lower value; AID 743279, 2014; 4.7% of 360,000 active; activity change, % at 57.5 µM; in the data active = activity change below about -50%; inconclusive = mostly about -30% to -49%; also: % is scaled to controls: 0 for no effect and ±100 for the full control effect
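THP-1 cells pretreated 1 hr with compounds (up to 57.5 uM final), then stimulated with LPS (250 ng/mL final) plus ATP (1.25 mM final); secreted IL-1B measured by AlphaLISA after 16 hr, decreased signal indicating inhibition.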
HepG2 tox – qHTS for Inhibitors of TGF-b: Cytotox Counterscreen; HepG2 CAGA-GFP viability, ATP luminescence, 18 h; Potency, µM (series often up to 46.1 µM), without a hit: at the top dose activity change, negative = cytotoxicity, hits mostly cytotoxic; 0.76% of 410,000 active; AID 588856, 2011; also: potency is read from the fitted curve at half-maximal effect; some results filed as inactive show a strong effect at the top dose
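HepG2 CAGA-GFP cells (1000/well, DMEM with 1% FBS) received compound, then TGF-beta at 500 pg/mL final, and were incubated 18 hours at 37 degrees C. Viability was read by CellTiter-Glo luminescence. Media-only wells were set as complete cell-killing and DMSO as no toxicity.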
HT1080 IDH1KD tx – qHTS for induction of synthetic lethality in tumor cells producing 2HG: qHTS for the HT-1080-IDH1KD cell line; HT-1080 IDH1 knockdown viability, ATP luminescence, 48 h; 2% of 360,000 active; Potency, µM (titrated, usually from 46.1 µM), inactives show top-dose activity, negative = toxicity, usual class: cytotoxic;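 also: potency is read from the fitted curve at half-maximal effect; 0% = DMSO wells and -100% = cell-free medium wells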
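In this qHTS, HT-1080 cells depleted of IDH1 are exposed for 48 h at 37 °C to compound titrations. Toxicity is scored from CellTiter-Glo luminescence, with DMSO as full viability and medium alone as none.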
HT1080-NT tox – qHTS for induction of synthetic lethality in tumor cells producing 2HG: qHTS for the HT-1080-NT fibrosarcoma cell line. HT-1080-NT fibrosarcoma viability, CellTiter-Glo ATP luminescence, 48 h. Potency, µM (doses to about 46.1 µM), inactives show at the top dose activity, negative = less viability, most hits filed as cytotoxic. 1.6% of 360,000 active;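 also: NT is the 2HG producing partner of a matched IDH1 knockdown line; potency is read from the fitted curve at half-maximal effect; 0% = DMSO-treated cells and -100% = media-only wells without cells; nearly all actives have a fitted effect of over 55% in size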
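750 cells/well, RPMI + 5% FBS; 2 h settle, compound pin-transfer, 48 h at 37 degrees C. CellTiter-Glo 10 min RT, luminescence. Normalized to DMSO and media-only wells.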
SW480 rereplic – A quantitative high throughput screen for small molecules that induce DNA re-replication in SW480 colon adenocarcinoma cells. 1.8% of 340,000 active. AID 624297, 2012. Potency, µM (doses to about 46.1 µM), inactives show at the highest dose re-replication activation, actives largely listed as activators. SW480 DNA re-replication, Hoechst DNA content imaging, 48 h; also: potency is read from the fitted curve at half-maximal effect; % of control where 0% means no effect; nearly all actives have a fitted effect of over 55% in size
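250 cells/well; 23 nL cpd via pin tool; 48 hr, 37 C, 5% CO2; Hoechst 40 min; imager read of total nuclear intensity, ex 405/em 500-530 nm.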
An asterisk follows results filed as active; i = inactive; u = inconclusive; x = not tested or not shown; & = joins results of further samples; [ ] = remark or other dose. Unless noted, calls follow the shape of the dose curve; as a rule, active = well fitted curve in the direction sought with a large enough effect; inconclusive = small, poorly fitted or top-dose-only effect, or another doubt; inactive = no such curve, though single readings can be large; an effect the other way counts as inactive or inconclusive. The order is random, and some 8.9% of all compounds hit somewhere here.

Order of values: S2 tox, MCF10A rereplic, KB-3-1 cytotox, ATXN2 expr inh, IL1B secr inh, HepG2 tox, HT1080 IDH1KD tx, HT1080-NT tox, SW480 rereplic
- COc1cccc(C(=O)Nc2cccnc2)c1
 : i, 6.8%, -2.7%, 5.9%, 4.3, -2.9%, 4.8%, 5.8%, 2.5%
- CN1CCN(NC(=O)c2cn(-c3ccccc3)nc2-c2cccs2)CC1
 : i, 3.1%, -2.0%, x, -3.2, 7.6%, 2.6%, 1.0%, u
- CC(C(=O)NCc1ccc2c(c1)OCO2)c1ccc([N+](=O)[O-])cc1 (stereo unspecified)
 : i, -51.2%[inhibitor], -0.4%, -15.9%, 6.4, -1.7%, 5.6%, -10.5%, -17.6%
- COc1ccc(Cc2c(Cl)ncnc2Cl)cc1
 : i, u, -4.4%, -17.0%, -111.5*, -23.8%, -8.9%, -1.8%, u
- CCOc1cc(/C=C2\SC(=S)N(NC(=O)c3cccnc3)C2=O)ccc1O
 : u, -25.6%, -7.9%, 20.7%, -17.7, -15.1%, -5.8%, 0.0%, -5.9%
- O=C(NCCc1ccccn1)C(F)(F)C(F)(F)C(F)(F)C(F)(F)C(F)(F)C(F)(F)C(F)(F)C(F)F
 : i, -0.5%, 0.7%, 0.4%, 13.6, -14.7%, 4.2%, 2.7%, -63.2%[inhibitor]
- Brc1ccc(CSc2ccc3nnc(-c4cccnc4)n3n2)cc1
 : i, u, -2.3%, 2.0%, -21.4, -19.7%, u, u, -2.9%
- O=C(COC(=O)c1ncc(Cl)c(Cl)c1Cl)NC(=O)NCc1ccccc1
 : u, 1.8%, u, -0.4%[2.22 µM], -18.2, 1.9%, 4.3%, 4.7%, -106.3%[inhibitor][1.84 µM]
- O=C(Nc1ccc2c(c1)OCCO2)c1cccc(Cl)c1
 : i, 3.3%, -16.1%, 83.2%[activator], -19.2, -2.0%, -17.6%, -15.4%, 33.1%
- CCN(CC)C(=O)CC(c1cc(OC)c(OC)c(OC)c1)c1c(OC)cc(OC)c2ccc(=O)oc12 (stereo unspecified)
 : i, -0.3%, 0.7%, -0.1%, 11.0, -8.4%&-20.5%, 0.2%, 1.0%, -10.8%
- Cc1cc(Br)cn2c(Cc3ccccc3)c(C3CCCCC3)nc12
 : i, x, u, 7.4%, 86.6, x, 6.8%, 2.2%, x
- COc1cc(COCC(O)CN2CCN(Cc3ccc4c(c3)OCO4)CC2)cc(OC)c1OC (stereo unspecified)
 : i, -4.0%, 18.0%, -18.2%[11.3 µM], -1.7, 0.6%, 13.4%, 0.3%, 2.4%
- Cc1ccc(NC(=O)c2cc(=O)[nH]c3ccc(S(=O)(=O)N4CCOCC4)cc23)cc1
 : i, 3.9%, 5.2%, x, -21.5, -3.3%, 11.1%, -4.5%, -12.3%
- CCc1c(C)sc(NC(=O)c2cccs2)c1C#N
 : u, 1.6%, -1.6%, 105.2%[activator], 8.6, -14.5%, 16.7%, -0.6%, 0.1%
- Cn1c(SCC(=O)Nc2ccc3c(c2)OCCO3)nnc1-c1ccccn1
 : i, -1.8%, 29.2%, 2.8%, -11.7, -5.9%, -1.2%, 4.8%, -3.6%
- O=C(NCCc1ccccc1)C1CCCN(S(=O)(=O)c2cnc[nH]2)C1 (stereo unspecified)
 : i, 9.1%, 8.3%, -3.3%, -1.8, -36.0%, 14.0%, 1.1%, 0.2%
- CC1CCN(C(=O)CSc2ccc(-c3cccnc3)nn2)CC1
 : i, -13.7%, u, 6.2%, i, -21.9%, 23.4%, 4.5%, 0.2%
- COc1ccc(-c2csc(N(CC3CCCO3)C(=O)c3ccc(C)cc3)n2)cc1 (stereo unspecified)
 : i, -1.5%, u, -26.0%, -19.4, -23.1%, u, -26.3%, -2.1%
- O=C(COC(=O)CNC(=O)c1ccccc1Cl)NC1CCCC1
 : i, 14.6%, -0.2%, 16.0%, -2.0, -0.4%, 11.0%, 6.5%, 2.0%
- CC1=C/C(=N\NC(=O)c2cccs2)CC(C)(C)C1
 : i, -5.0%, -8.3%, 21.2%, 27.5, 4.1%, 25.1%, 12.0%, 10.3%
- CCN(CC(=O)Nc1ccc(NC(C)=O)cc1)C(=O)c1ccccc1CCc1ccccc1
 : i, 11.7%, 0.0%, -5.1%, -11.8, -20.5%, -11.9%, -6.7%, 4.0%
- COc1ccc(-c2oc3ccccc3c2C(=O)OCc2ccccc2)cc1
 : i, -0.7%, -7.5%, 26.1%, 21.6, 5.0%, 3.7%, -0.7%, 2.7%
- C#CCOCCOCCOCCNc1nc(N2CCN(C(=O)[C@H](CO)n3cc([C@@H](N)C(C)C)nn3)CC2)nc(N2CCN(C(=O)[C@H](CCCCN)n3cc([C@@H](N)[C@H](C)CC)nn3)CC2)n1
 : i, -0.7%, 12.2%, 4.8%, 12.1, -12.3%, 4.7%, 5.4%, -10.5%
- CCOP(=O)(OCC)c1ccc2c(c1)C(=O)c1ccccc1CC2
 : i, -2.2%, 4.7%, 0.8%, x, -0.5%, x, x, -6.3%
- O=C(NCC1CC1)Nc1cccc(Cl)c1
 : i, 0.3%, -9.8%, 3.8%, -9.1, 4.8%, -2.5%, -0.2%, -12.7%
- COc1ccccc1OCC(=O)Nc1c(C(=O)c2ccc(C)cc2)oc2ccccc12
 : i, x, -20.6%, 2.9%, x, 8.3%, x, x, x
- CCOC(=O)C1CCCc2c1[nH]c1c(C(=O)O)cccc21 (stereo unspecified)
 : i, u, -4.6%, -9.6%, 20.1, -31.1%, 9.7%, 0.0%, u
- COc1ccc(C2c3ccc(O)cc3Oc3ncn(CCN4CCOCC4)c(=N)c32)cc1OC (stereo unspecified)
 : i, -10.5%, -8.1%, -3.2%, u, 5.2%, -7.2%, 11.0%, -4.0%
- CCCCC1(O)CC(C(F)(F)F)=NN1C(=O)COc1ccccc1 (stereo unspecified)
 : i, 5.4%, -28.3%, -9.4%, 14.3, -34.7%, u, -25.6%, 2.0%
- O=C(CSc1nnnn1C1CCCCC1)Nc1nc2c(s1)CCCC2
 : u, 38.9%, 8.7%, -2.1%, 12.5, -22.2%, -0.1%, 0.0%, -1.0%

Order of values: S2 tox, MCF10A rereplic, KB-3-1 cytotox, ATXN2 expr inh, IL1B secr inh, HepG2 tox, HT1080 IDH1KD tx, HT1080-NT tox, SW480 rereplic
- CCC(C(=O)OC)n1cnc2c(cnn2-c2ccc(F)cc2)c1=O (stereo unspecified)
 : i, x, 14.7%, 3.4%, x, -5.6%, x, x, x
- CCOc1cc(N2CCOCC2)c(OCC)cc1NC(=O)CSc1nc(N)cc(=O)[nH]1
 : i, 6.6%, 13.1%, 4.1%, -15.1, -3.9%, 10.9%, 2.1%[9.24 µM], -18.6%
- CC1CCCCC1NC(=O)COC(=O)c1ccc(N(C)C)cc1 (stereo unspecified)
 : i, -14.2%, 19.6%, -2.0%, -15.3, -21.0%, -0.8%, 9.1%, -3.2%[9.22 µM]
- Cc1ccc(-c2csc(N3CCN(c4cc5c(cc4Cl)nc(C)n5CCN4CCCCC4)CC3)n2)cc1
 : i, -10.0%, -14.8%, u, 0.0, -11.5%, -27.6%, -18.1%, u
- CCCn1c(C)cc(C(=O)COc2ccc(S(=O)(=O)N(CC)CC)cc2[N+](=O)[O-])c1C
 : i, 7.9%, -29.8%, -19.1%, -28.0, -13.5%, -14.7%, -0.7%, 3.2%
- Cc1cc(=O)oc2c(C)c(OCC(=O)NC3CCN(Cc4ccccc4)CC3)ccc12
 : i, 1.8%, -5.9%, -13.3%, u, -19.6%, -4.2%, 0.2%, 1.3%
- O=C(CN1CCc2cc3c(cc2C1)OCCCO3)Nc1cccc([N+](=O)[O-])c1
 : i, 0.7%, -10.1%, -8.5%, -22.4, -1.4%, -1.6%, -10.7%, -17.5%
- COc1cc(CNC2CCCCCCC2)cc(Cl)c1OCC(N)=O
 : i, u, -2.0%, -37.7%, 0.0, -20.0%, -3.7%, -17.2%, u
- CCOC(=O)C1=C(CN(CC)Cc2ccccc2)NC(=O)NC1c1ccc(OC(C)C)cc1 (stereo unspecified)
 : u, x, u, u, x, -31.9%, x, x, x
- Cc1cc(C(=O)N(C)Cc2ccc(Br)cc2)no1
 : i, -5.3%, 3.8%, -4.6%, 4.2, -22.7%, 0.3%, 3.5%, 2.2%
- c1ccc2oc(NC3=NCN(CC4CCCO4)CN3)nc2c1 (stereo unspecified)
 : i, -1.0%, -6.4%, 36.4%, 0.6, -22.7%, 0.3%, -3.9%, -9.6%
- C=C[C@@H]1c2ccccc2N(S(=O)(=O)c2ccc(C)cc2)[C@H](c2ccc(C(F)(F)F)cc2)C1(C#N)C#N
 : i, u, u, -4.1%, 13.3, 9.1%&-14.8%, 15.4%, 9.5%, 3.4%
- COc1ccccc1CNC(=O)[C@H](C)N1C(=O)N2CCc3c([nH]c4ccccc34)[C@@]2(C)C1=O
 : i, -6.6%, u, -25.1%, -3.6, -26.2%, 1.7%, 2.5%, 5.8%
- O=C(COC(=O)Cc1c[nH]c2ccccc12)Nc1ccccc1C(F)(F)F
 : i, 3.8%, 7.5%, -5.3%, 12.5, 3.5%, 7.7%, -0.1%, -0.3%
- O=c1[nH]c(SCc2ccccc2[N+](=O)[O-])nc2nc[nH]c12
 : i, 8.0%, -2.7%, x, -12.2, -8.4%, 2.4%, 3.9%, -13.5%
- Cc1ccc(C2NC(=S)N3C(c4ccc(C)cc4)NC(=S)N23)cc1 (stereo unspecified)
 : i, x, 4.1%, x, 21.5, -13.5%, -8.0%, -3.4%, x
- CCc1nnc(SCC(=O)Nc2ccc(F)cc2)o1
 : i, -0.3%, -0.8%, -4.0%, 29.4, 0.7%, 1.2%, -17.9%, 0.5%
